Assay outcomes from PubChem.
Tb PGK inh = qHTS Assay to Find Inhibitors of Phosphoglycerate Kinase. actives 0.043% (n = 380,000). PGK/GAPDH coupled, Kinase-Glo luminescence, 60 min. Potency, µM (highest dose often 57.5 µM), for inactives: at the highest dose activity change, negative = inhibition, actives largely listed as inhibitors. AID 602233, 2012; also: potency is read from the fitted curve at half-maximal effect; % is scaled to controls: 0 for no effect and ±100 for the full control effect; nearly all actives have a fitted effect of over 60% in size
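Recombinant glycosomal PGK reaction used 1,3-bisphosphoglycerate generated in-well by GAPDH (100nM final) in 100mM TEA pH 7.6, 5mM MgCl2, 0.01% Tween-20. After 60 minutes at room temperature, ATP was read by Kinase-Glo Plus luminescence end-point.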
PI4K2A block = qHTS for small molecular inhibitors of PI4K2A; actives 0.13% (n = 420,000); activity change, negative = inhibition, % at 76.9 µM; AID 1346378, 2018; purified PI4K2A, ADP-Glo luminescence, 1 h; hits give low values; in the data active = activity change below about -50%; inconclusive = mostly about -30% to -49%;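 also: -100% = wells without enzyme as full effect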
Target sequence (Q9BTU6 whole entry, looked up): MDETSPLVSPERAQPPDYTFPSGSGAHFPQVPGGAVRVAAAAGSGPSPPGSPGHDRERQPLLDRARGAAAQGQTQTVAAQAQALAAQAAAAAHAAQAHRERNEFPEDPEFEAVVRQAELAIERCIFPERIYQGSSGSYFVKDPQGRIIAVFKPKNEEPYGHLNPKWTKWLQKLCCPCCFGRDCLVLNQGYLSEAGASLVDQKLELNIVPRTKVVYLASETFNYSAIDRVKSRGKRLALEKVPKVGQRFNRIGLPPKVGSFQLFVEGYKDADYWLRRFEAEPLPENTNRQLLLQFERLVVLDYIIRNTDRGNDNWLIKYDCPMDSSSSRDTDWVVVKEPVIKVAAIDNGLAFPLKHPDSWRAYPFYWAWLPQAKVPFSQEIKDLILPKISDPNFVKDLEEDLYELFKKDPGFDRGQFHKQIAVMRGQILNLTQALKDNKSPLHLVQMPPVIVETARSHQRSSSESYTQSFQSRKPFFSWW
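Compounds are screened against recombinant PI4K2A using PI as substrate and ATP, the latter dispensed at 300 microM. Reactions run one hour at ambient temperature before ADP-Glo detection; full inhibition defined by wells lacking enzyme.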
POLH inh = qHTS for Inhibitors of Polymerase Eta; recombinant Pol eta, fluorescent DNA replication assay; Potency, µM (series often up to 114 µM), without a hit: at the highest dose activity change, negative = inhibition, hits mostly inhibitors; actives 1.2% (n = 390,000); also: potency is read from the fitted curve at half-maximal effect; % is scaled to controls: 0 for no effect and ±100 for the full control effect
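Pol eta (10 nM) was preincubated with compounds for 15 min at room temperature, after which fluorescent replication substrate (50 nM final) was added to start the reaction. Fluorescence was read kinetically at 0 and 10 min.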
HP1b chromo inh = HTS for Inhibitors of HP1-beta Chromodomain Interactions with Methylated Histone Tails; Chromobox protein homolog 1 (Homo sapiens), P83916; AlphaScreen HP1-beta / biotin-H3K9me3 peptide binding; Potency, µM (series often up to 114 µM), for the others: at the highest dose activity change, negative = inhibition, most hits filed as inhibitors; actives 0.56% (n = 390,000); also: potency is read from the fitted curve at half-maximal effect; nearly all actives have a fitted effect of over 70% in size; inactives centre near 23
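Compound inhibition of the preformed complex between 50 nM HP1-beta and 50 nM biotinylated H3K9me3 peptide was read by AlphaScreen. Buffer was PBS pH 7.4 with 0.01% Tween-20. Incubations ran 30 min at room temperature, with 10 ug/mL donor/acceptor beads.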
Pin1 inh = qHTS Assay to Find Inhibitors of Pin1; Peptidyl-prolyl cis-trans isomerase NIMA-interacting 1 (Homo sapiens), Q13526; Pin1 FP peptide displacement, HiFluor488, 10 min; Potency, µM (series often up to 115 µM), inactives show at the highest dose activity, negative = inhibition, usual class: inhibitors; actives 0.009% (n = 390,000); AID 504891, 2011; active = well fitted inhibition curve with a large enough effect in the polarisation, with a control signal flat, not every such curve was filed as active; inconclusive = small, poorly fitted or top-dose-only effect, or effect the other way, or a change in a side signal; inactive = no such curve, though single readings can be large or run the other way; the % refers to the polarisation; also: potency is read from the fitted curve at half-maximal effect; % is scaled to controls: 0 for no effect and ±100 for the full control effect
Target sequence (Q13526 whole entry, looked up): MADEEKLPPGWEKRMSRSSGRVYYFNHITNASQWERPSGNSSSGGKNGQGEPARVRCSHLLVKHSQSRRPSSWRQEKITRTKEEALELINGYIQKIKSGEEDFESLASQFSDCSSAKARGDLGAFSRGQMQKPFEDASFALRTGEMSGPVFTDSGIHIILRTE
JMJD2A Tudor = qHTS Assay for Inhibitors of JMJD2A-Tudor Domain; Lysine-specific demethylase 4A (Homo sapiens), O75164; AlphaScreen JMJD2A-Tudor / H3K4me3 peptide binding; Potency, µM (top dose mostly 114 µM), inactives show at the top dose activity change, negative = inhibition, usual class: inhibitors; actives 4.4% (n = 390,000); also: potency is read from the fitted curve at half-maximal effect; % is scaled to controls: 0 for no effect and ±100 for the full control effect; nearly all actives have a fitted effect of over 50% in size
GLS inh = qHTS for Inhibitors of Glutaminase (GLS); GLS enzymatic activity, qHTS titration; Potency, µM (series often up to 45.5 µM), for inactives: at the top dose activity change, negative = inhibition, hits mostly inhibitors; actives 0.21% (n = 410,000); AID 624170, 2012; also: potency is read from the fitted curve at half-maximal effect; % is scaled to controls: 0 for no effect and ±100 for the full control effect
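Two-point fluorescence kinetic (t0, 30 min RT) for hKGA; glutamate detected via glutamate oxidase–HRP–Amplex Red. Substrate: 1 mM L-glutamine solution; buffer 45 mM KH2PO4, pH 8.2.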
G9a block = qHTS Assay for Inhibitors of Histone Lysine Methyltransferase G9a; Histone-lysine N-methyltransferase EHMT2 (Homo sapiens), Q96KQ7; G9a H3K9 monomethylation, AlphaScreen, 2 h; Potency, µM (highest dose often 102 µM), inactives show at the highest dose activity, negative = inhibition, usual class: inhibitors; actives 8.8% (n = 350,000); also: potency is read from the fitted curve at half-maximal effect; % is scaled to controls: 0 for no effect and ±100 for the full control effect; nearly all actives have a fitted effect of over 75% in size
Target sequence (Q96KQ7 913-1193 limits assumed): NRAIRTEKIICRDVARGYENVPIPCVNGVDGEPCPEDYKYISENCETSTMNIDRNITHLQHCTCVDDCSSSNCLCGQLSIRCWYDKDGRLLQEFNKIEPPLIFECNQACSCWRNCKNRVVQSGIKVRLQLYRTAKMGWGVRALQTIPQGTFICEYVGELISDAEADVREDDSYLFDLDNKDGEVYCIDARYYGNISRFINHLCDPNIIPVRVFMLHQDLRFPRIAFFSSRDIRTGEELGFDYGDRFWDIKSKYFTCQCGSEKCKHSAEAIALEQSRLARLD
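Readings reflect AlphaScreen signal from monomethyl-H3K9 antibody detection. HMT at 20 nM; substrate b-H3K9 500 nM; cofactor SAM 20 uM; 2 h RT reaction; compounds tested as titrations in qHTS with 15 min preincubation.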
BAZ2B block = qHTS Assay for Inhibitors of BAZ2B; Bromodomain adjacent to zinc finger domain protein 2B (Homo sapiens), Q9UIF8; AlphaScreen BAZ2B-H3K14Ac peptide displacement; Potency, µM (series often up to 114 µM), without a hit: at the highest dose activity change, negative = inhibition, actives largely listed as inhibitors; actives 4.4% (n = 360,000); AID 504333, 2011; also: potency is read from the fitted curve at half-maximal effect; % is scaled to controls: 0 for no effect and ±100 for the full control effect; nearly all actives have a fitted effect of over 60% in size
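AlphaScreen displacement of biotin-H3(5-23)K14Ac peptide (50 nM final) from BAZ2B (50 nM final) in PBS pH 7.4, 0.01% Tween-20; complex preformed 30 min RT, then compounds (top 110 uM) 30 min RT, beads 20 min dark.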
Numbers without * were called inactive; i = inactive; ? = inconclusive; / = no result given; [ ] = dose if it differs, or a comment. Unless noted, calls follow the shape of the dose curve; as a rule, active = well fitted curve in the direction sought with a large enough effect; inconclusive = small, poorly fitted or top-dose-only effect, or another doubt; inactive = no such curve, though single readings can be large; an effect the other way counts as inactive or inconclusive. Only part of the results is shown. The share of hits here may be higher or lower than overall.

SMILES | Tb PGK inh | PI4K2A block | POLH inh | HP1b chromo inh | Pin1 inh | JMJD2A Tudor | GLS inh | G9a block | BAZ2B block
CC(C)c1ccc(NC(=O)COC(=O)COc2ccccc2)cc1 | i | -6 | -24% | 50%[activator] | -1% | 2% | -3% | -30% | 6%
CCOC(=O)C1=NNC(C(=O)c2ccc(C)cc2)C1c1ccc(C)cc1 (centres undefined) | -8% | -2 | -13% | -12% | 14% | -19%[57.1 µM] | 10% | 79µM* | -3%
CCCCOc1ccc(C(=O)N2CCCCCC2)cc1 | -5% | -10 | 2% | 10% | -4% | 0% | 13% | 14%[59 µM] | -2%
O=C(NCCN1CCCCC1)c1ccc(Cn2c(SCc3ccccc3)nc3cccnc32)cc1 | -2% | -3 | -16% | 67%[activator] | 14% | -16% | -1% | 9%[59 µM] | 17%
CC1(c2ccc3ccccc3c2)NC(=O)N(CC(=O)N2CCN(c3ccccc3O)CC2)C1=O (centres undefined) | -3% | 0 | -11% | 3% | -1% | -29% | -26% | 5% | -27%
O=C(CCc1nc2ccccc2c(=O)[nH]1)Nc1cccc(S(=O)(=O)N2CCOCC2)c1 | -6% | -1 | -3% | 18% | 18% | -14% | -7% | ? | 6%
CCOC(=O)/C(=N/Nc1ccc(C)cc1)S(=O)(=O)c1ccc(Cl)cc1 | / | 8 | -14% | 29% | 7% | -24% | -3% | 14µM* | -36%
CCCCN(CCCC)C(=O)c1cc2c(=O)n3cccc(C)c3nc2s1 | -2% | -3 | -7% | 225%[activator] | 1% | 141%[activator] | 4% | 162%[activator][59 µM] | 168%[activator]
O=S(=O)(N1CCCCC1)n1nnc2ccccc21 | -5% | -1 | -7% | 42%[activator] | -8% | 14% | -1% | 1% | 22%
CC(=O)C(C)n1cnc2scc(-c3ccc(C)cc3)c2c1=O (centres undefined) | -13% | -3 | -20% | 48%[activator] | -6% | 2% | -3% | / | -2%
CC1c2cccn2CCN1S(=O)(=O)c1ccccc1 (centres undefined) | -5% | -2 | -12% | 11% | 0% | -36% | 0% | -8%[2.33 µM] | ?
O=[N+]([O-])c1ccccc1-c1ccc(/C=N/n2cnnc2)o1 | -6% | 18 | 5% | -3% | 1% | -29% | -4% | -1% | -6%
CCC1(C)Cc2c(sc3c2c(=O)n(C)c2nnc(SCc4ccc5c(c4)OCO5)n32)CO1 (centres undefined) | 1% | 4 | -19% | 13% | 8% | -1% | -1% | 22%[59 µM] | 5%
NC1=NC2=C(CCCC2)C2(CCCCC2)S1 | 3% | 1 | -8% | 0% | 0% | -23% | 12% | 7%[59 µM] | -6%
Cc1cccc(NC(=O)c2ccc(Cl)nc2)n1 | -1% | -4 | -17% | 39% | -5% | 6% | -1% | / | -2%
CCCOc1ccccc1/C=N/Nc1ccnc(=O)[nH]1 | -1% | -6 | 9% | 2% | -3% | -8% | 2% | -7% | 0%
O=C(Nc1cccc(-c2csc(Nc3ccccc3)n2)c1)c1ccccc1 | -10% | 3 | -20% | 13% | 3% | -26% | 4% | -4%[59 µM] | -10%
COc1ccc(CNC(=O)Nc2ccc(C)cc2C)cc1 | 3% | 0 | -9% | 31% | 3% | -7% | -4% | 7% | -19%
O=C(O)c1cccc(NS(=O)(=O)c2ccc(-c3ccc(S(=O)(=O)Nc4cccc(C(=O)O)c4)cc3)cc2)c1 | -3% | -2 | ? | 24% | / | -27% | ? | 50µM* | -13%
CN1CCc2nc3sc(C(=O)Nc4cccc(C#N)c4)c(N)c3cc2C1 | / | 3 | / | -18% | 51%[activator] | ? | 0% | 16µM* | ?
CCOC(=O)c1ccc2c(c1)N(Cc1ccccc1C)C(=O)c1ccccc1S2=O (centres undefined) | -4% | 3 | -14% | 38% | 13% | -8% | -5% | -13%[59 µM] | -4%
CN1CCN(C(=O)c2ccc(N3CCCC3=O)cc2)CC1 | -3% | -4 | -10% | 64%[activator] | -2% | -24% | 5% | 0%[12.7 µM] | 2%
NC1=NC(=O)C2(COC(c3ccccc3Cl)OC2)S1 (centres undefined) | 1% | 4 | -2% | 54%[activator] | -5% | 3%[57.1 µM] | 6% | 2%[59 µM] | 0%
CCn1c(SCC(=O)N2CCc3ccccc32)nnc1-c1ccncc1 | 11% | 9 | -4% | 17% | -3% | ? | 2% | ? | -5%
COC(=O)c1sc(S(=O)(=O)Nc2c(C)nn(C)c2C)c(C(=O)OC)c1C | -5% | -3 | -26% | 31% | 3% | 1% | -9% | 56µM* | -3%

(further entries)
SMILES | Tb PGK inh | PI4K2A block | POLH inh | HP1b chromo inh | Pin1 inh | JMJD2A Tudor | GLS inh | G9a block | BAZ2B block
COc1ccccc1N1CCN(c2cc(=O)n(Cc3ccc(F)cc3)c(=O)[nH]2)CC1 | -5% | 2 | -14% | 7% | -1% | -22% | 35%[activator] | 7%[59 µM] | -3%
COc1ccccc1C(=O)Nc1ccc(-c2nnc(SCC(=O)O)n2C)cc1 | -5% | -5 | 0% | 30% | -2% | 100µM* | 12% | ? | ?
COc1ccccc1/C=C/C(=O)Nc1ccc(N2CCOCC2)cc1 | -10% | -2 | -21% | 20% | -2% | 1% | -11% | -4% | 6%
O=C(NCc1cccnc1)Nc1ccc(Br)cc1Cl | 5% | -2 | -19% | 55%[activator] | -3% | 1% | -8% | / | -11%
Cc1ccc2cc(C(c3nnnn3CC3CCCO3)N3CCc4ccccc4C3)c(=O)[nH]c2c1 (centres undefined) | i | -3 | 3% | 16% | ? | -34% | -12% | ? | 2%
CCOc1ccc2nc(N3CCN(C(=O)CS(=O)(=O)c4ccc(F)cc4)CC3)sc2c1 | 5% | 1 | -10% | 19% | ? | -23% | -11% | -1%[59 µM] | -18%
COc1ccc(N2CCN(CCNC(=O)c3c(C)cc(=O)oc3C)CC2)cc1 | -8% | 0 | -3% | 36% | 1% | ? | 52%[activator] | 14% | -37%
O=[N+]([O-])c1cccc(S(=O)(=O)NCC2CC3CCC2C3)c1 (centres undefined) | 2% | -9 | -21% | 2% | 3% | -12% | 88%[activator] | -12%[2.33 µM] | -10%
CCc1ccc(-c2cc3c(=O)n(CC(=O)NCCN4CCCCC4C)nc(C)n3n2)cc1 (centres undefined) | 6% | 6 | 8% | 28% | -3% | -5% | 6% | 17% | 5%
COc1ccc(OC)c(CN2CCN(Cc3cc(=O)oc4cc(O)ccc34)CC2)c1 | -8% | -2 | -27% | 15% | 1% | -20% | 0% | 35µM* | -19%
COc1ccc(N(CC(=O)N/N=C/c2ccc(OC3CSC3)cc2)S(=O)(=O)c2ccccc2)cc1 | i | -3 | -8% | 1% | 12% | -32% | 1% | -10% | -2%
COc1cccc(CN(C)C(=O)C2CCN(S(=O)(=O)c3ccc(C)cc3)CC2)c1OC | -2% | 0 | -7% | 20% | 4% | -7% | 6% | -5%[59 µM] | -6%
Cc1sc2ncnc(SCC(=O)N3c4ccccc4Sc4ccc(Cl)cc43)c2c1C | 7% | -4 | -16% | 22% | 0% | -17%[57.1 µM] | 2% | 8% | 2%
Cc1oc(-c2ccoc2)nc1CN(Cc1ccccc1)CC1CC1 | 6% | -1 | -4% | 23% | -2% | -12% | 1% | -46% | -34%
CCOC(=O)/C(C)=C1\NC(C)(C)Cc2ccccc21 | 11% | -3 | -2% | 25µM* | 29% | 22µM* | 13% | 2.5µM* | 18µM*
O=C(c1cc([N+](=O)[O-])ccc1Cl)N1CCN(c2ccccn2)CC1 | -6% | 1 | 6% | 19% | -8% | -6% | 0% | -28% | ?
O=C(NC1CCCCC1)[C@@H]1CC=C[C@@H]2CCN(C3CCCCC3)C(=O)[C@@H]21 | 4% | -2 | -12% | 21% | 2% | -11% | -2% | / | /
Cc1ccc(-n2cc(C(=O)c3ccc4ccccc4c3O)cn2)cc1 | -6% | 2 | 3% | 17% | 14% | -7% | 10% | -7%[12.7 µM] | -4%
CCOC(=O)c1[nH]c(C)c(CCC(=O)N2CCN(c3ccccc3)CC2)c1C | -12% | -3 | -19% | 16%[57 µM] | -2% | -27% | 4% | -27%[59 µM] | -12%
Cc1cccc(-n2ncc3c(NCc4cccs4)ncnc32)c1 | / | 0 | -12% | 48%[activator] | 2% | 13% | -3% | 2%[12.7 µM] | 8%
O=c1c(Cl)c(N2CCCCC2)cnn1-c1nc2ccccc2[nH]1 | ? | -25 | 0% | 32% | 0% | -14% | 2% | 47%[0.501 µM] | ?
Cc1cc(C(=O)N(C)C2CCCCC2)no1 | 5% | 2 | 6% | 30% | 2% | -12% | 6% | -1% | -3%
O=C(Nc1cccc2ccccc12)N(c1ccccc1)c1ccccc1 | -7% | 3 | -10% | 34% | 3% | -2% | 4% | / | /
CCOC(=O)COc1c(OC)cc(Cl)cc1C1Nc2ccccc2C(=O)N1c1cccc(C)c1 (centres undefined) | i | 6 | -4% | 15% | 9% | -15% | 20% | 0% | 8%
COc1ccc(S(=O)(=O)Nc2cccc(C)c2C)c2cccnc12 | -13% | -6 | -8% | -6% | 0% | -13% | 4% | 1% | -2%

Individual results from the entries so far.
In GLS inh, O=C(c1cc([N+](=O)[O-])ccc1Cl)N1CCN(c2ccccn2)CC1 has the entry 0%
In POLH inh, COc1ccccc1N1CCN(c2cc(=O)n(Cc3ccc(F)cc3)c(=O)[nH]2)CC1 has the entry -14%
